Screening data from PubChem BioAssay.
AmpC detergent: qHTS Inhibitors of AmpC Beta-Lactamase (assay with detergent); P00811; AmpC hydrolysis of nitrocefin, absorbance 480 nm, 0.01% Triton; Potency, µM (doses to about 114 µM), inactives show at the top dose activity change, negative = inhibition, hits mostly inhibitors; 0.041% of 370,000 active;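 note: potency is the fitted concentration of half-maximal effect; 0% = no-compound wells and -100% = no-enzyme wells; nearly all actives have a fitted effect of over 25% in size; some results filed as inactive show a strong effect at the top dose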
Target sequence (P00811 whole entry, looked up): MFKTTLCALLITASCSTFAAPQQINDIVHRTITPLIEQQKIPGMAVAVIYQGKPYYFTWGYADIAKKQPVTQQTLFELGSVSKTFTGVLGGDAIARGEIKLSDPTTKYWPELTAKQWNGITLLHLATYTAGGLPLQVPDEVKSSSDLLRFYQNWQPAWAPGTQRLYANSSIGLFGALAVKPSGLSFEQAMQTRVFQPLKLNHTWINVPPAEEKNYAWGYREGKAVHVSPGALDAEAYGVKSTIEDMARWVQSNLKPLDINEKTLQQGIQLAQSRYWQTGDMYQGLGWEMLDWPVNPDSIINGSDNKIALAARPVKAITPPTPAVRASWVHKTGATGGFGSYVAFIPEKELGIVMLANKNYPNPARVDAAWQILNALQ
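AmpC (5.3 nM in the dispensed reagent) in 20 mM phosphate pH 7.0 with 0.01% (detergent screen) or 0.0001% Triton X-100 was preincubated with compounds for 15 min at room temperature. Nitrocefin was then added from an 800 uM solution, and hydrolysis was followed at 480 nm.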
HCV inhibitor: qHTS Assay for Inhibitors of Hepatitis C Virus (HCV); Huh7.5.1 HCVcc-Cre infection, luciferase reporter, 44 h; Potency, µM (series often up to 41.8 µM), inactives show at the top dose activity change, negative = inhibition, most hits filed as inhibitors; 3.4% of 340,000 active; note: potency is the fitted concentration of half-maximal effect
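Seed cells (1,000/well) for 4 h; treat with compound and infect with HCVcc-Cre, moi about 0.5. Incubate 44 h, then detect luciferase activity.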
LmPK inhibitor: qHTS Assay for Inhibitors of Leishmania Mexicana Pyruvate Kinase (LmPK) | Q27686 | purified LmPK, Kinase-Glo ATP luminescence, 1 h | Potency, µM (titrated, usually from 57.5 µM), inactives show at the top dose activity change, negative = inhibition, actives largely listed as inhibitors | 0.37% of 290,000 active; note: potency is the fitted concentration of half-maximal effect
Target sequence (Q27686 whole entry, looked up): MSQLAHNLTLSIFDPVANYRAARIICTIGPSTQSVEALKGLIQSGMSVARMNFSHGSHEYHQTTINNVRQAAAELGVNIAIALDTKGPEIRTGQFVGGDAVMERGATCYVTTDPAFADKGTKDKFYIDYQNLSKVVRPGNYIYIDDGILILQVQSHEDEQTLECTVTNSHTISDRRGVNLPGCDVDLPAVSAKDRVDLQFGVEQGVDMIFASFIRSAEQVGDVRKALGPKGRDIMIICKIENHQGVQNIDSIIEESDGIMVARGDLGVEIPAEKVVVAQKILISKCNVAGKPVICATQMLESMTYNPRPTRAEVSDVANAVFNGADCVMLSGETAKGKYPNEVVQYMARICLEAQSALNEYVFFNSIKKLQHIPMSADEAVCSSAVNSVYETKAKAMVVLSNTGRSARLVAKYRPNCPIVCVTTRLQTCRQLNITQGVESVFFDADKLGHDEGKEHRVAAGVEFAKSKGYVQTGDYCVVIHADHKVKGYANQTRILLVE
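Kinase-Glo luminescence read after 1 h RT reaction of 0.1 nM LmPK with 0.5 mM PEP and 0.1 mM ADP. Activity scaled between uninhibited and enzyme-free controls.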
TbPYK inhibitor: qHTS of Trypanosoma Brucei Inhibitors | TbPYK enzyme, Kinase-Glo Plus ATP luminescence, 45 min | Potency, µM (series often up to 76.8 µM), inactives show at the highest dose activity, negative = inhibition, actives largely listed as inhibitors | 0.12% of 410,000 active | AID 624173, 2012; note: potency is the fitted concentration of half-maximal effect; nearly all actives have a fitted effect of over 50% in size
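In this concentration-response screen, enzyme-free wells defined baseline while DMSO plates tracked drift. Each reaction combined TbPYK, substrate, compound and 130 uM ADP for 45 min at room temperature. Kinase-Glo Plus luminescence gave the signal.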
AMA1 RON2 block: qHTS for Inhibitors of AMA1-RON; Towards Development of Antimalarial Drug Lead: Primary Screen | Plasmodium falciparum AMA1 (3D7) - RON2 peptide interaction | AlphaScreen AMA1-biotinylated RON2 peptide binding | Potency, µM (series often up to 58.2 µM), inactives show top-dose activity change, negative = inhibition, actives largely listed as inhibitors | 0.2% of 360,000 active | AID 720542, 2013;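 note: potency is the fitted concentration of half-maximal effect; 0% = vehicle wells and -100% = peptide control; nearly all actives have a fitted effect of over 45% in size; some results filed as inactive show a strong effect at the top dose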
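AMA1 (3D7) with his tag at 25 nM final met compounds first, then biotinylated RON2 peptide at 25 nM; detection used donor plus acceptor beads, 10 µg/mL apiece, read by AlphaScreen after 30 min at room temperature.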
AmpC inh no detg: qHTS Inhibitors of AmpC Beta-Lactamase (assay without detergent). P00811. AmpC nitrocefin hydrolysis, absorbance 480 nm, 0.0001% Triton. Potency, µM (doses to about 57.1 µM), inactives show at the highest dose activity change, negative = inhibition, usual class: inhibitors. 0.52% of 330,000 active. AID 485341, 2010;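 note: potency is the fitted concentration of half-maximal effect; plate controls were no compound for no effect and no enzyme for full effect; nearly all actives have a fitted effect of over 20% in size; some results filed as inactive show a strong effect at the top dose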
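20 mM phosphate pH 7.0 + 0.01% (detergent screen) or 0.0001% Triton X-100; 5.3 nM AmpC reagent; cpd preinc 15 min RT; nitrocefin (800 uM stock) to start; A480 q20 s × 4 min; Activity was normalised to no-enzyme and no-compound control wells.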
HCMV antiviral: qHTS Assay for inhibitors of the human cytomegalovirus (HCMV); HFF cells, HCMV-luciferase reporter, 72 h; stronger effect = lower value; activity change, negative = inhibition, % at 57.5 µM; 4.5% of 410,000 active; in the data active = activity change below about -60%; inconclusive = no clear call, values can overlap the other calls; inactive = above about -39%
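Inhibition of viral replication was scored as loss of reporter luminescence in HFFs infected with HCMV-luciferase (MOI 1 PFU/cell) for 72 h; compounds tested at 2 doses, normalized to buffer and Salinomycin controls.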
* = called active by the depositor; u = inconclusive; x = not tested or not shown; & = joins results of further samples; [ ] = dose if it differs, or a comment. Unless noted, calls come from the whole dose curve; as a rule, active = well fitted curve in the direction sought with a large enough effect; inconclusive = small, poorly fitted or top-dose-only effect, or another doubt; inactive = no such curve, though single readings can be large; an effect the other way counts as inactive or inconclusive. Unless noted, % is set by controls: 0 for no effect and ±100 for the full control effect.

SMILES	AmpC detergent	HCV inhibitor	LmPK inhibitor	TbPYK inhibitor	AMA1 RON2 block	AmpC inh no detg	HCMV antiviral
CC(C)(C)Nc1nc(Cl)nc(Nc2ccccc2)n1	-10%	-7%	0%	3%	0%	-30%	7
COc1ccc(NC(=O)CN(C)C(=O)c2ccc(NS(=O)(=O)c3ccc4[nH]c(=O)[nH]c4c3)cc2)cc1	-4%	5%	x	1%	-13%	-24%	-13
CCOC(=O)C1CCCN(C/C(O)=C(\C#N)c2nc(-c3ccc(Cl)cc3)cs2)C1 (stereo not drawn)	u	9%&-8%	2%	-3%	18%	36%	-20
CC(C)c1ccc(/C=C2\CC/C(=C\C=N\N(C)C)C2=O)cc1	-9%	10%	-8%	1%	-14%	-5%	33
Cc1ccc2c(c1)N(CCCC(=O)NCC1COc3ccccc3O1)C(=O)CO2 (stereo not drawn)	-5%	-13%	3%	-5%	-6%	39%	-2
O=C(NCCc1ccc(Cl)cc1)c1ccc2c(c1)OCO2	-4%	-4%	-3%	1%	4%	-20%	90
CCOC(=O)C1CCCN(Cc2cc(Br)ccc2OC)C1 (stereo not drawn)	-3%	-6%	-13%	-17%	-11%	-6%	37
Cc1cccc(-c2nnc(SCC(=O)NC3CCCC3)o2)c1	-5%	10%	4%	24%	4%	-16%	39
COc1ccc(-c2cnc(N)nc2-c2ccc(OCc3ccccc3)cc2O)cc1	-5%	u	-3%	5%	-6%	-45%	-1
COc1cc(C(=O)OCC(=O)Nc2ccc(S(=O)(=O)N3CCCC3)cc2)cc(OC)c1OC	x	u	x	-10%	-3%	-32%	-4
CC(C)(C)n1nnnc1C(c1cccs1)N(Cc1cccnc1)CC1CCCO1 (stereo not drawn)	-7%	10%	-1%	-2%	-9%	57%	-24
Cc1ccc(C)c(NC(=O)CCC(=O)OC(C(=O)c2ccccc2)c2ccccc2)c1 (stereo not drawn)	4%	21%	5%	3%	-7%	-9%	-7
COc1cccc(NC(=O)CN(C)C(=O)CCCc2c[nH]c3ccccc23)c1	-6%	-20%	x	3%	2%	-12%	u
CCOC(=O)C1CCN(C(=O)c2ccc3c(=O)n4nc(Nc5cc(C)ccc5C)sc4nc3c2)CC1	-3%&8%	7%	0%	0%&-2%	-1%	169%[activator]	u
CC(=O)c1cccc(NC(=O)Oc2ccccc2)c1	-6%	19%	2%	0%	-7%	-14%	u
Cn1c(=O)cc(SCC(=O)N2CCN(Cc3ccc4c(c3)OCO4)CC2)c2ccccc21	0%	u	4%	-16%	-17%	17%	46
CCCn1c(=O)sc2cc(NC(=O)c3ccccc3OCC)ccc21	6%	x	x	1%	x	x	-24
CC(=O)c1cccc(NC(=O)C2CCCN(S(=O)(=O)c3ccc(F)cc3)C2)c1 (stereo not drawn)	-9%	u	1%	-4%	-2%	-30%	-19
Cn1c(-c2ccccc2)cnc1NCc1cc(Cl)ccc1O	u	-3%	-2%	-3%	-29%	-42%	67
Cc1cc(OC(C)C(=O)NCc2ccncc2)c2c3c(c(=O)oc2c1)CCC3 (stereo not drawn)	-10%	u	-5%	0%	30%[activator]	-5%	50
Cc1[nH]n(-c2ccccc2)c(=O)c1C=Nc1ccc2[nH]c(=O)[nH]c2c1	2%	23%	0%	1%	-18%	-3%	-22
CC(C)S(=O)(=O)c1csc(C(=O)NNC(=O)Nc2ccccc2)c1Cl	u	2%	-4%	5%	56%[activator]	-24%	21
CCOC(=O)c1ccc(N2C(=O)c3n[nH]c(-c4ccco4)c3C2c2cccc(OC)c2)cc1 (stereo not drawn)	1%	x	x	1%	x	x	-10
COc1cccc(C(=O)Nc2nc(-c3ccccc3)c(-c3ccccc3)o2)c1	u	u	8%	3%	39%[activator]	-9%	u
Oc1c(Br)cc(Br)cc1CNn1cnnc1	2%	18%	-2%	-10%	-3%	-1%	5
SMILES	AmpC detergent	HCV inhibitor	LmPK inhibitor	TbPYK inhibitor	AMA1 RON2 block	AmpC inh no detg	HCMV antiviral
C=C1CCN([C@@H](CC(C)C)C(=O)NCc2ccc(OC)cc2)S(=O)(=O)c2ccccc21	x	-11%	x	-3%	0%	x	-10
O=C1CCCN1CCCn1cnc2c([nH]c3ccc(F)cc32)c1=O	u	-5%	-2%	-3%	3%	-29%	83
COc1ccc(NC(=O)C(c2ccccc2)N2CCN(c3ccccn3)CC2)cc1Cl (stereo not drawn)	1%	1%	1%	1%	-6%	13%	-23
COC(=O)c1ccc(CSc2nc3ccccc3o2)cc1	-11%	1%	u	-5%	-6%	-20%	58
CCn1ccc(=N)cc1	5%	-25%	3%	-11%	3%	-24%	19
O=C(C[N+]1(CC#Cc2ccccc2)CCOCC1)c1ccc(Cl)cc1	13%	-3%	1%	2%	4%	-14%	9
COCCOC(=O)c1c(C)nc(SCC(=O)Nc2cccc3ccccc23)c(C#N)c1-c1ccco1	0%	u	7%	7%	-7%	-9%	-19
NC(=S)NNC(=O)Nc1ccc(Cl)c(Cl)c1	-9%	-1%	-1%	-12%	38%[activator]	-23%	-3
Cc1ccc(-n2c(C)cc(C3=NNC(=NC4CC4)SC3)c2C)cc1C	-10%	-29%	-14%	-11%	1%	-34%	-99*
O=C(/C=C/c1ccc2c(c1)OCO2)NCc1ccc(F)cc1	-13%	3%	-6%	-3%	-5%	-38%	-28
CS(=O)(=O)N(CC(=O)NC1CCCC1)Cc1ccc(F)cc1	-11%	3%	-3%	5%	10%	-8%	-21
Fc1ccc(COc2ccc(Br)cc2CNCc2ccncc2)cc1	1%	10µM*	6%	-7%	-5%	19%	u
CCOC(=O)c1c(N2C(=O)C3C4C=CC(O4)C3C2=O)sc2c1CCCC2 (stereo not drawn)	3%	24%	-20%	u	5%	x	-10
CC(C)n1cnnc1SCC(=O)NC(=O)c1ccccc1	u	9%	x	5%	1%	-14%	10
CCOC(=O)c1nn(-c2ccccc2)c(=O)cc1OCC(=O)Nc1cc(C)ccc1C	u	-13%	x	-4%	-3%	-8%	-25
COc1cccc(C2c3c(-c4ccccc4)n[nH]c3C(=O)N2c2ccc(C(=O)O)cc2)c1 (stereo not drawn)	-2%	18%	2%	-1%	0%	-29%	-10
Cc1ccc(S(=O)(=O)NCC(=O)N2CCc3ccccc3C2)cc1	3%	12%	4%	1%	-6%	-8%	-14
O=C(COc1ccccc1)Nc1sc2c(c1C(=O)Nc1ccccc1)CCCCC2	17%	x	x	-6%	x	x	15
CCc1cc2c(=O)n(-c3ccccc3)cnc2s1	u	12%	-1%	2%	11%	-9%	53
Cc1ccc2c(c1)N(CC(=O)N1CCCc3ccccc31)C(=O)CO2	u	21%	3%	-6%	-22%	10%	-10
Cc1cc(C)n2nc(SCC(=O)N3CCC(C(=O)O)CC3)nc2n1	x	-4%	x	-2%	-3%	-14%	154
CC(NCc1ccccc1O)C12CC3CC(CC(C3)C1)C2 (stereo not drawn)	3%	-5%	5%	4%	-6%	-28%	-87*
CCCCNC(=O)C1CCN(S(=O)(=O)c2cc(Br)cc3c2N(C(=O)CC)CC3)CC1	11%	x	x	-3%	x	x	-7
Cc1cccc(CN2CCCC(C(=O)c3ccc4c5c(cccc35)CC4)C2)n1 (stereo not drawn)	6%	u	3%	17%	18%	158%[activator]	-34
Cc1ccnc(NC(=O)c2ccc(COc3c(F)c(F)cc(F)c3F)o2)c1	5%	-8%	-4%	3%	2%	-10%	-6

Reprinted at random: 4 compounds from above
SMILES	AmpC detergent	HCV inhibitor	LmPK inhibitor	TbPYK inhibitor	AMA1 RON2 block	AmpC inh no detg	HCMV antiviral
COc1cccc(C2c3c(-c4ccccc4)n[nH]c3C(=O)N2c2ccc(C(=O)O)cc2)c1 (stereo not drawn)	-2%	18%	2%	-1%	0%	-29%	-10
Cc1ccc2c(c1)N(CC(=O)N1CCCc3ccccc31)C(=O)CO2	u	21%	3%	-6%	-22%	10%	-10
CS(=O)(=O)N(CC(=O)NC1CCCC1)Cc1ccc(F)cc1	-11%	3%	-3%	5%	10%	-8%	-21
Cc1ccnc(NC(=O)c2ccc(COc3c(F)c(F)cc(F)c3F)o2)c1	5%	-8%	-4%	3%	2%	-10%	-6

The list continues:
SMILES	AmpC detergent	HCV inhibitor	LmPK inhibitor	TbPYK inhibitor	AMA1 RON2 block	AmpC inh no detg	HCMV antiviral
CN(C)c1cccc2c1c(NC(=O)c1ccc(Cl)cc1)nn2C	12%	u	-3%	-14%	0%	-11%	40
COc1ccc(CN(C)Cc2cc(=O)n3ccsc3n2)c(OC)c1OC	-6%	3%	-10%	-4%	49%[activator]	-9%	-18
CN(C)N1C(N)=C(C#N)C(c2ccccc2Cl)C2=C1CCCC2=O (stereo not drawn)	3%	8%	2%	2%	17%	-12%	-27
CCOc1cc(/C=C2/NC(=O)N(CC(=O)Nc3cccc(C)c3)C2=O)ccc1OCC(N)=O	-1%	u	-3%	3%	-11%	108%[activator]	-16
NC(=O)C1CCN(C(=O)Cc2ccc(-c3ccccc3)cc2)CC1	-7%	-18%	6%	0%	1%	2%	91
CCOc1ccc(NC(=O)CSc2ccc3ccccc3n2)cc1	7%	x	x	1%	x	x	-5
CCNC(=O)C(=O)Nc1cc2c3c(c1)CCC(=O)N3CCC2	-10%	-2%	-1%	4%	-4%	-6%	16
Cc1cccc(N2C(=O)/C(=C/c3ccc(N4CCN(C)CC4)o3)C(=O)NC2=S)c1C	u	10%	-8%	-19%	0%	3%	-64*
COC(=O)[C@@H](NC(=O)O[C@H]1C(=O)c2ccc(OC)cc2O[C@@H]1c1ccc2c(c1)OCO2)C(C)C	-13%	8%[8.37 µM]	1%	x	x	61%[activator]	x
CCOC(=O)C1CCN(C(=O)Nc2ccc(Cl)cc2)CC1	u	7%	1%	1%	12%	-10%	-22
Cc1cccc(OP(=O)(Oc2cccc(C)c2)OC(c2ccccc2)C(F)(F)F)c1 (stereo not drawn)	-10%	u	3%	0%	8%[11.6 µM]	-3%	20
CC1=C([N+](=O)[O-])C(c2cccc(Br)c2)C2=C(N1)c1ccccc1C2=O (stereo not drawn)	-7%	u	-4%	-15%	-5%	-54%	-90*

Structures above with a COOH group (2):
SMILES	AmpC detergent	HCV inhibitor	LmPK inhibitor	TbPYK inhibitor	AMA1 RON2 block	AmpC inh no detg	HCMV antiviral
COc1cccc(C2c3c(-c4ccccc4)n[nH]c3C(=O)N2c2ccc(C(=O)O)cc2)c1 (stereo not drawn)	-2%	18%	2%	-1%	0%	-29%	-10
Cc1cc(C)n2nc(SCC(=O)N3CCC(C(=O)O)CC3)nc2n1	x	-4%	x	-2%	-3%	-14%	154
